proKLK7 act = proKLK7 zymogen activators, primary screen, biochemical, fluorescence intensity. purified proKLK7, EDANS-DABCYL substrate fluorescence; 100% is mature enzyme control, 0% vehicle. activation, % at 7 µM. hit rate 0.9% among 370,000. AID 652039, 2013;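 active = activation above the mean of all tested compounds plus 3 SD, computed per campaign excluding outliers beyond control limits, cut at about 13% in these data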
Target sequence (P49862 whole entry, looked up): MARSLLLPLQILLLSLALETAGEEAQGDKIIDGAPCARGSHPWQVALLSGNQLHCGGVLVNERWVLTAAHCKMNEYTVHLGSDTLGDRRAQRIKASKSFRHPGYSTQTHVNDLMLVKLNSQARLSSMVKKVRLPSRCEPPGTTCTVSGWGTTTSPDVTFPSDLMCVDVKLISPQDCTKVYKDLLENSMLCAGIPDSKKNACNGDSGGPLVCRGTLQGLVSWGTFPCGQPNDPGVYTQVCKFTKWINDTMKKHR
PRMT1 inh = PRMT1 methyltransferase inhibitors, primary screen, biochemical, fluorescence polarization | Protein arginine N-methyltransferase 1 (Homo sapiens), Q99873 | recombinant PRMT1, activity-based probe fluorescence polarization | inhibition, % at 2.79 µM | hit rate 1.3% among 370,000 | AID 652257, 2013;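 active = inhibition above about 21% made by adding two undisclosed values, limit read from the data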
TDP2 absorb = human TDP2 enzyme inhibitors, primary screen, biochemical, epi absorbance, recombinant enzyme | AID 720702, 2013 | hit rate 0.34% among 370,000 | inhibition, % at 12.8 µM | Tyrosyl-DNA phosphodiesterase 2 (Homo sapiens), O95551 | T5PNP hydrolysis, p-nitrophenol absorbance 415 nm;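 active = inhibition above the mean of all tested compounds plus 3 SD, set per campaign, cut at about 25% in these data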;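 also: 0% = DMSO with enzyme and 100% = buffer with substrate but no TDP2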
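Assay system: recombinant human TDP2 / Reagent: T5PNP substrate at 5 mM, a TopII-DNA adduct mimic / Measured by: epi absorbance from released p-nitrophenol / Evaluation: % inhibition relative to enzyme-containing and enzyme-free wells / Control set: enzyme-free and DMSO wells / Replicates: each compound tested once, singlicate / Schedule: enzyme reaction with compound for 2 h at 37 °C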
Tn6 DDE FP = inhibitors of Tn6 peptide binding to fibrin DD(E), primary screen, biochemical, fluorescence polarization, human fibrin, Tn6 probe; Fibrinogen beta chain (Homo sapiens), P02675; Fibrin DD(E) TRITC-Tn6 fluorescence polarization displacement; inhibition, % at 8.3 µM; hit rate 0.21% among 370,000; AID 720509, 2013;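 active = inhibition above a per-campaign cutoff: mean of compounds within control limits plus 3 SD, cut at about 15% in these data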;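 also: 0% = median of all compound wells on the plate and 100% = blocking peptide control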
SIAE primary = human SIAE inhibitors, primary screen, biochemical, fluorescence polarization, FP-Rh probe, 1536-well HTS | inhibition, % at 9.66 µM | AID 1053197, 2014 | SIAE FP-Rh probe binding | Sialate O-acetylesterase (Homo sapiens), Q9HAT2 | hit rate 0.69% among 370,000;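 active = inhibition above a cutoff: mean of compounds within the control limits plus 3 SD of those, cut at about 17% in these data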;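 also: 0% = plate median of compound wells and 100% = probe without SIAE protein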
UHRF1 binding = UHRF1 methylated DNA binding inhibitors, primary screen, counter-screen for MBD2 inhibitor project, biochemical, TR-FRET, human UHRF1, single concentration; UHRF1 binding to methylated oligo; inhibition, % at 4.4 µM; hit rate 0.75% among 370,000; AID 687016, 2013; in the data active = inhibition above about 21%;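 also: UHRF1 SRA domain binding a hemimethylated CpG hairpin DNA probe; 0% = median of test compound wells and 100% = reference inhibitor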
Target sequence (Q96T88 whole entry, looked up, the tested form may be a part): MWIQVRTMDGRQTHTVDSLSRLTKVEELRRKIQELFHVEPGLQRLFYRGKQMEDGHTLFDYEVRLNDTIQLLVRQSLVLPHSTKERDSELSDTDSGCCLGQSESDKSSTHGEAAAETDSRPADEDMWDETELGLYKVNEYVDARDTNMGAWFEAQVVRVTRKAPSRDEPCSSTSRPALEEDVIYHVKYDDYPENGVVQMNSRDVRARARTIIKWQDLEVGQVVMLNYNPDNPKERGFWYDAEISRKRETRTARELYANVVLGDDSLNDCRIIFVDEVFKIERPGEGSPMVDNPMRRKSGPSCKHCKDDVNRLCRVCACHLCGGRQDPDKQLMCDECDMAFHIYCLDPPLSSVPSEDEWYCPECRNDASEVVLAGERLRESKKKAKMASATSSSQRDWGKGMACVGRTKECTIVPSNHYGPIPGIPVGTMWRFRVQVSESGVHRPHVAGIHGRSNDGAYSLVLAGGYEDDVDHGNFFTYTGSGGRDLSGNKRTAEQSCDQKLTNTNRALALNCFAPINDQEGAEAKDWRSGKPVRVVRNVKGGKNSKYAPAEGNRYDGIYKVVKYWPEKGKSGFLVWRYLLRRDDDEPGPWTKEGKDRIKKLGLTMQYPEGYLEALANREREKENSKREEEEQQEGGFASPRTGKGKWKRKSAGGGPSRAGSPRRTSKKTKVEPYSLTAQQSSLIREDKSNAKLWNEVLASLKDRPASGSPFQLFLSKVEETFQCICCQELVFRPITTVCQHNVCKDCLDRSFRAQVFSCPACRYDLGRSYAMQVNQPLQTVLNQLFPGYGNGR
MBD2 DNA inh = inhibitors of MBD2 binding to methylated DNA, primary screen, biochemical, TR-FRET, DNA-binding domain, human; hit rate 0.31% among 370,000; Methyl-CpG-binding domain protein 2 (Homo sapiens), Q9UBB5; inhibition, % at 4.4 µM; MBD2 binding to methylated oligonucleotide; AID 686964, 2013; in the data active = inhibition above about 13%
Tn7 DDE FP = inhibitors of Tn7 peptide binding to fibrin DD(E), primary screen, biochemical, fluorescence polarization, human fibrin, Tn7 probe | hit rate 0.13% among 370,000 | inhibition, % at 8.3 µM | FP displacement of FITC-Tn7 peptide from fibrin DD(E); 0% = median of compound wells per plate | AID 720508, 2013 | Fibrinogen beta chain (Homo sapiens), P02675;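 active = inhibition above the mean of compounds falling within the control limits plus 3 SD of them, cut at about 14% in these data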;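 also: 0% = plate median of compound wells and 100% = 10 µM Aha-Tn7 peptide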
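Test system – human fibrin DD(E) · Times – 10 min preincubation, 3 h with tracer, room temperature · Detection – fluorescence polarization of the labelled Tn7 tracer · Measure – percent inhibition normalized to high-control wells · Benchmarks – high control wells with 10 µM unlabelled Aha-Tn7 peptide (full inhibition) · Repeats – singlicate testing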
LEDGF integ inh = blockers of LEDGF/p75-dependent integrase strand transfer – biochemical, TR-FRET, high throughput, primary screen; inhibition, % at 3.7 µM; hit rate 0.64% among 370,000; HIV-1 integrase (with human LEDGF/p75); TR-FRET IN-LEDGF/p75 DNA integration, Eu/Cy5;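 active = inhibition above the screen-wide mean plus 3 SD, cut at about 13% in these data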;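 also: signal is the Cy5 over europium emission ratio at 671 and 618 nm; 0% = plate median of compound wells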
TCR CD3 inh = inhibitors of human TCR-CD3 interaction, primary screen, biochemical, fluorescence, TAMRA-labeled TCR probe; T-cell receptor (TCR); inhibition, % at 9.4 µM; hit rate 0.37% among 360,000; AID 651800, 2012; in the data active = inhibition above about 19%;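 also: recombinant mutant TCR 2C K166C tagged with TAMRA read by polarization; 0% = receptor in buffer alone and 100% = receptor with positive control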
Active calls of the source: *.

SMILES | proKLK7 act | PRMT1 inh | TDP2 absorb | Tn6 DDE FP | SIAE primary | UHRF1 binding | MBD2 DNA inh | Tn7 DDE FP | LEDGF integ inh | TCR CD3 inh
COc1ccc(Cl)cc1NC(=O)CSc1nnc(Cc2cccn2C)n1-c1ccc(F)cc1 | 0.5 | 6 | -2 | -7 | -7 | 0 | -8 | -4 | 0 | 5
Cc1nc2ccccc2c(C)c1CC(=O)OC(C)C(=O)NC1(C#N)CCCCC1 (centres undefined) | 1.1 | 0 | 0 | 2 | -5 | 2 | -4 | 4 | 2 | -3
CC(=Nc1ccccc1)C1=C(O)C(Cc2ccccc2)NC1=O (centres undefined) | 0.3 | -1 | 2 | 7 | -9 | -3 | 0 | 0 | -1 | -1
CC(CCc1ccc(O)cc1)N(C)CCc1ccccc1 (centres undefined) | -0.6 | 3 | -12 | -6 | 5 | 4 | 4 | 1 | 3 | -2
CC(C)(C)c1ccc(/C=N/Nc2nncn2N)cc1 | 0.4 | 4 | 67* | -10 | 6 | 7 | 1 | 7 | 39* | -9
O=C1SC(SCc2ccccc2Cl)=N/C1=C\c1ccc(C(=O)O)cc1 | 1.4 | 5 | 2 | 2 | 2 | 3 | -3 | 1 | 8 | -2
Cc1nnsc1-c1onc(C)c1C(=O)O/N=C/c1ccc(Cl)cc1 | -0.4 | -9 | 13 | -6 | 7 | -2 | 4 | 0 | 1 | -2
CC(=O)N1CCC(N(CCN2CCOCC2)C(=S)Nc2ccc(C)cc2)CC1 | 0.2 | 3 | -7 | 8 | 3 | 0 | -3 | 10 | 2 | -2
Cc1cc(C)n2nc(SCC(=O)NC(=O)NCc3ccco3)nc2n1 | -0.3 | 0 | -12 | 6 | -8 | -1 | 1 | 1 | 0 | 7
Cn1cc(CN(Cc2ccccc2)C[C@@H]2CCC(=O)N2)c(-c2ccccc2F)n1 | 0.2 | -1 | 2 | -8 | 0 | -2 | -5 | 0 | -1 | 0
COc1ccc(CCNC(=O)c2noc3c2CCCC3)cc1OC | 0.1 | -3 | 5 | 3 | 14 | -3 | -7 | 8 | 3 | 2
CC(=O)OCC(=O)C1(O)CCC2C3CC(C)C4=CC(=O)C=CC4(C)C3=CCC21C (centres undefined) | 0.7 | -3 | 4 | 4 | 1 | 2 | 4 | 5 | -4 | -7
COc1ccc(NC(=O)/C=C/c2ccccc2)c([N+](=O)[O-])c1 | 0.4 | 2 | 3 | -2 | 0 | 0 | 1 | 7 | -1 | 0
COc1cccc(C(=O)OCC(=O)c2ccc(S(=O)(=O)N3CCCCC3)cc2)c1OC | -0.4 | -2 | -9 | 4 | -11 | 1 | 0 | 1 | 2 | 1
N#Cc1c(F)cccc1N1CCN(Cc2ccc3c(c2)OCO3)CC1 | 0.1 | -6 | -20 | -1 | 0 | 0 | -3 | 5 | -3 | 4
COCCNC(=O)CN(c1ccc(C)cc1)S(=O)(=O)c1ccccc1 | -0.5 | 0 | -2 | -4 | 8 | 1 | 2 | 2 | -1 | 5
Cc1cccc(C)c1NC(=O)c1ccc(-n2cnnn2)cc1 | -0.2 | -2 | -2 | 1 | -2 | 0 | -2 | -3 | 0 | 3
CCOCCn1[nH]c2ccccc2c1=O | -4.4 | 0 | -6 | 0 | 4 | -3 | -4 | 5 | -1 | 1
O=C(Cc1ccc(NC(=O)C2CCN(C(=O)c3ccccc3)CC2)cc1)Nc1cccc(C(=O)N2CCCC2)c1 | 1.3 | -1 | -12 | 10 | -2 | 2 | -1 | 1 | 4 | -6
CC(C)Cc1nnc(NC(=O)CCC(=O)N2CCN(c3ccccc3F)CC2)s1 | -0.4 | -1 | -6 | 11 | -5 | 1 | -2 | 0 | -1 | 7
COc1ccc2sc3c(=O)[nH]c4ccccc4c3c2c1 | -0.3 | 0 | -11 | -2 | -5 | -4 | 0 | 2 | 0 | -2
CCC(=O)OCCNc1nc(-c2ccccc2)nc2ccccc12 | 0.3 | 1 | -4 | 0 | -10 | 5 | 3 | -2 | 4 | 1
N#Cc1ccc2c(=O)n(-c3ccccc3)sc2c1 | -2.8 | 78* | 7 | 5 | 10 | -3 | -3 | -1 | 2 | 5
CC(C)c1ccc(NC(=O)C2CC3CCC2C3)cc1 (centres undefined) | -0.1 | 0 | 0 | -2 | 1 | 20 | 2 | -4 | 5 | 4
COC(=O)c1ccccc1S(=O)(=O)N(CCCO)Cc1cc2c(C)ccc(C)c2[nH]c1=O | 0.5 | -1 | -6 | -8 | 5 | 0 | -1 | 4 | 3 | 1
(more compounds)
SMILES | proKLK7 act | PRMT1 inh | TDP2 absorb | Tn6 DDE FP | SIAE primary | UHRF1 binding | MBD2 DNA inh | Tn7 DDE FP | LEDGF integ inh | TCR CD3 inh
CCN(CC)S(=O)(=O)c1cc(NC(=O)C(CC(C)C)NC(N)=O)ccc1C (centres undefined) | -0.4 | 4 | 3 | 4 | 1 | 4 | -3 | 2 | 2 | -11
CCOc1ccc(OCCNC(=O)c2oc3ccccc3c2COC)cc1 | -0.3 | 6 | -12 | -5 | 6 | 3 | 7 | -2 | -7 | -6
CC1CCCC(NC(=O)CN2CCN(S(=O)(=O)c3cccs3)CC2)C1C (centres undefined) | -0.1 | 2 | 2 | -2 | 0 | 1 | 1 | 1 | -5 | -4
COc1ccc([N+](=O)[O-])cc1NC(=O)Cc1noc2ccccc12 | 0.3 | -1 | 13 | 6 | -4 | 1 | -7 | -8 | 6 | 6
Cc1cccc(C)c1NC(=S)NCCSc1ccc(Cl)cc1 | 0.3 | 5 | -11 | 0 | 6 | 3 | -3 | 2 | -5 | 3
CCN(CC)S(=O)(=O)c1ccc(NC(=O)c2ccc(OCC3CCCO3)cc2)cc1 (centres undefined) | 0.1 | 0 | 0 | -6 | -2 | -1 | -5 | 4 | 1 | -1
Cc1nnc(SCC(=O)Nc2ncc(S(=O)(=O)c3ccc([N+](=O)[O-])cc3)s2)s1 | 0.0 | -2 | -6 | 6 | 1 | 3 | -5 | -3 | -3 | 5
O=C(NC(=S)Nc1cccc2[nH]ncc12)c1ccccc1 | 0.7 | 3 | 6 | 2 | -5 | -3 | -1 | 6 | 1 | -1
COCCOCCn1c(/C=C/c2ccccc2)nc2ccccc21 | 4.0 | -1 | -1 | -3 | -2 | -5 | 0 | -4 | -1 | -6
C=CCN1c2ccccc2[C@]23C[C@@H](C(=O)OC)N(C(=O)CC(C)C)C2=NC(C(=O)OC)=C(C(=O)OC)[C@H]13 | 0.2 | 0 | 5 | -1 | 5 | -1 | -1 | 5 | -1 | -2
Cc1ccc(C)c2nc(N3CCCC3)c(C#N)cc12 | 1.6 | 2 | 4 | -3 | 7 | -3 | -4 | -2 | -1 | 5
COc1ccc(C2=NN(C(=O)COC(=O)c3ccc(S(C)(=O)=O)c([N+](=O)[O-])c3)C(c3ccco3)C2)cc1 (centres undefined) | 0.2 | 41* | -11 | -1 | 2 | 2 | -4 | -7 | 4 | -5
O=C1c2oc3ccccc3c(=O)c2C(c2cccnc2)N1Cc1ccco1 (centres undefined) | -0.4 | 3 | -4 | 1 | -5 | -2 | -3 | 2 | 0 | 8
CCOC(=O)c1c(NC(=O)CSc2ccccc2C(=O)O)sc(C)c1C | 0.7 | 1 | 5 | -6 | -11 | -1 | 0 | -8 | 2 | 6
FC(F)(F)c1nc(N2CCCC2)ncc1-c1nnnn1-c1ccc(Cl)cc1 | 0.2 | 3 | -4 | 7 | -2 | 4 | 2 | -4 | -1 | 0
COC(=O)C1=C(N)Oc2cc(C)oc(=O)c2C1c1cccnc1 (centres undefined) | 0.8 | -2 | 1 | -8 | 4 | 2 | -4 | 0 | 2 | 3

Gathered by group, the entries above with a halogen.
SMILES | proKLK7 act | PRMT1 inh | TDP2 absorb | Tn6 DDE FP | SIAE primary | UHRF1 binding | MBD2 DNA inh | Tn7 DDE FP | LEDGF integ inh | TCR CD3 inh
COc1ccc(Cl)cc1NC(=O)CSc1nnc(Cc2cccn2C)n1-c1ccc(F)cc1 | 0.5 | 6 | -2 | -7 | -7 | 0 | -8 | -4 | 0 | 5
O=C1SC(SCc2ccccc2Cl)=N/C1=C\c1ccc(C(=O)O)cc1 | 1.4 | 5 | 2 | 2 | 2 | 3 | -3 | 1 | 8 | -2
Cc1nnsc1-c1onc(C)c1C(=O)O/N=C/c1ccc(Cl)cc1 | -0.4 | -9 | 13 | -6 | 7 | -2 | 4 | 0 | 1 | -2
Cn1cc(CN(Cc2ccccc2)C[C@@H]2CCC(=O)N2)c(-c2ccccc2F)n1 | 0.2 | -1 | 2 | -8 | 0 | -2 | -5 | 0 | -1 | 0
N#Cc1c(F)cccc1N1CCN(Cc2ccc3c(c2)OCO3)CC1 | 0.1 | -6 | -20 | -1 | 0 | 0 | -3 | 5 | -3 | 4
CC(C)Cc1nnc(NC(=O)CCC(=O)N2CCN(c3ccccc3F)CC2)s1 | -0.4 | -1 | -6 | 11 | -5 | 1 | -2 | 0 | -1 | 7
Cc1cccc(C)c1NC(=S)NCCSc1ccc(Cl)cc1 | 0.3 | 5 | -11 | 0 | 6 | 3 | -3 | 2 | -5 | 3
FC(F)(F)c1nc(N2CCCC2)ncc1-c1nnnn1-c1ccc(Cl)cc1 | 0.2 | 3 | -4 | 7 | -2 | 4 | 2 | -4 | -1 | 0

Screening results from PubChem BioAssay.

This is a random part of the collection (roughly 4.6% active in at least one column).
